KB-3-1 tox: kills parental KB-3-1 adenocarcinoma cells; hit rate 1.4% among 400,000; Potency, µM (titrated, usually from 46.1 µM), for inactives: at the highest dose activity change, negative = cytotoxic, most hits filed as cytotoxic; KB-3-1 viability, CellTiter-Glo ATP luminescence, 72 h; AID 1347075; note: potency is the fitted concentration of half-maximal effect; % is set by controls: 0 for no effect and ±100 for the full control effect; nearly all actives have a fitted effect of over 60% in size
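Luminescent ATP read-out (CellTiter-Glo) measures survival of drug-naive KB-3-1 cells after 72 h compound exposure at 37 °C. Titration series was screened from lowest to highest concentration, with DMSO vehicle plates as background controls.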
KB-V1 MDR tox: KB-V1 MDR subline cytotoxicity; KB-V1 MDR cells viability, CellTiter-Glo, 72 h; Potency, µM (series often up to 46.1 µM), without a hit: at the top dose activity change, negative = cytotoxicity, usual class: cytotoxic; hit rate 3.4% among 400,000; AID 1347076; note: potency is the fitted concentration of half-maximal effect; % is set by controls: 0 for no effect and ±100 for the full control effect; nearly all actives have a fitted effect of over 60% in size
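Readout: CellTiter-Glo luminescence, 10 min after addition. Cells: KB-V1 MDR subline, 72 h at 37 degrees C with compound. Analysis: corrected, normalized data fitted to concentration-effect curves.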
GLP-1R agonist: GLP-1 receptor (human) agonism. P43220. HEK293 GLP-1R CRE-luciferase, luminescence, 4-6 h; cells express a hypersensitive GLP-1R form. Potency, µM (highest dose often 45.6 µM), for the others: at the highest dose activation, most hits filed as activators. hit rate 0.007% among 380,000; note: potency is the fitted concentration of half-maximal effect; % of control where 0% means no effect
Target sequence (P43220 whole entry, looked up): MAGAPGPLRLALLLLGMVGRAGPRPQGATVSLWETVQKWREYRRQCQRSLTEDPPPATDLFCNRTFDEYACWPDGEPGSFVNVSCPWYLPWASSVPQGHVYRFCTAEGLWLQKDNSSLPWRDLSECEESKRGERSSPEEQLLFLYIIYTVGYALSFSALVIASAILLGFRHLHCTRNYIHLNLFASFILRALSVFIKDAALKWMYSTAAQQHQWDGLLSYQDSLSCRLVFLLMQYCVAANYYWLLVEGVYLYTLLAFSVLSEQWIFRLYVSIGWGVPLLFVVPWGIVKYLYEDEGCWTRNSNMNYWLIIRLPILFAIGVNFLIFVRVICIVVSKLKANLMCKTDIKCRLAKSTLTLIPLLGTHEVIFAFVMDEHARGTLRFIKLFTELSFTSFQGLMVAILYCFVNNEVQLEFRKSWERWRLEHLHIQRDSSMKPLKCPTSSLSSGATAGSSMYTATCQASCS
HT1080NT lethal: kills 2HG-producing HT-1080-NT fibrosarcoma cells | Potency, µM (series often up to 46.1 µM), without a hit: at the highest dose activity, negative = less viability, actives largely listed as cytotoxic | HT-1080-NT fibrosarcoma viability, CellTiter-Glo ATP luminescence, 48 h | hit rate 1.6% among 360,000;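 note: NT is the 2HG producing partner of a matched IDH1 knockdown line; potency is the fitted concentration of half-maximal effect; 0% = DMSO-treated cells and -100% = media-only wells without cells; nearly all actives have a fitted effect of over 55% in size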
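Viability by CellTiter-Glo luminescence after 48 h compound exposure at 37C of HT-1080-NT cells (750/well, RPMI, 5% FBS). % activity scaled between DMSO wells and medium-only wells, then curve-fitted and categorized by curve class.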
DRD3 agonist: agonists of human D3 dopamine receptor. P35462. D3R DiscoveRx beta-arrestin cells, luminescence, 90 min. max activation, %. hit rate 0.58% among 410,000. AID 652048; in the data active = max activation above about 30%; note: 0% is about no effect; mostly tested at two doses, the higher about 12 µM
Target sequence (P35462 whole entry, looked up): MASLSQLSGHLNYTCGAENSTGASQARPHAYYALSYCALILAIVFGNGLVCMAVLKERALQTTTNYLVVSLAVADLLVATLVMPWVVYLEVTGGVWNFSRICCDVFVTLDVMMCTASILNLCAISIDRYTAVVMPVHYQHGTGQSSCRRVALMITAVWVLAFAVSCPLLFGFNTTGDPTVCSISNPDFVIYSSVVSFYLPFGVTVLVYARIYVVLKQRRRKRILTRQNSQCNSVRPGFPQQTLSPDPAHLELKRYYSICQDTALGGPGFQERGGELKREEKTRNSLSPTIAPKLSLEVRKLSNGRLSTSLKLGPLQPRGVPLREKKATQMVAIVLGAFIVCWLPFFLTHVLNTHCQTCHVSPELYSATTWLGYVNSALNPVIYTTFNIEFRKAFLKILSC
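Cells at 1500/well, incubated overnight, then treated with pinned compounds (dopamine as control) for 90 min at 37 degrees C. DiscoveRx reagent added for 30 - 60 minutes at room temperature; luminescence read.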
IL1B secr inh: inhibitors of inflammasome signaling (IL-1 beta secretion). THP-1 LPS/ATP IL-1B secretion, AlphaLISA, 16 h; hits give low values. activity change, % at 57.5 µM. hit rate 4.7% among 360,000. AID 743279; in the data active = activity change below about -50%; inconclusive = mostly about -30% to -49%; note: % is set by controls: 0 for no effect and ±100 for the full control effect
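Secreted IL-1B measured by AlphaLISA bead assay after 16 h compound exposure of THP-1 cells; compounds (final up to 57.5 uM) added 1 h before LPS (250 ng/mL) and ATP (1.25 mM) stimulation; lower signal means less secretion.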
DRD3 antagonist: antagonists of human D3 dopamine receptor | P35462 | D3R cells, DiscoveRx beta-arrestin luminescence, antagonist mode; hits give low values | max response, negative = inhibition, % | hit rate 2.5% among 360,000 | AID 652054; in the data active = max response below about -50%; inconclusive = no clear call, values can overlap the other calls; note: % is set by controls: 0 for no effect and ±100 for the full control effect; mostly tested at two doses, the higher about 12 µM
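Cells plated overnight at 1500 cells/well, then exposed to library compounds with dopamine controls for 90 minutes at 37 degrees C. DiscoveRx reagent added for 30–60 minutes at room temperature; luminescence read, quantitative HTS format.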
HT1080 IDH1KD tx: toxicity to HT-1080 IDH1 knockdown cells (counter line); Potency, µM (doses to about 46.1 µM), for inactives: top-dose activity, negative = toxicity, actives largely listed as cytotoxic; HT-1080 IDH1 knockdown viability, ATP luminescence, 48 h; hit rate 2% among 360,000;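 note: potency is the fitted concentration of half-maximal effect; 0% = DMSO wells and -100% = cell-free medium wells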
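CellTiter-Glo luminescence after 48 h compound exposure at 37 degrees C of IDH1-knockdown HT-1080 cells in 5% FBS RPMI. %Activity scaled between DMSO wells and cell-free media wells, with curves fitted and assigned curve classes.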
SW480 rereplic: induces DNA re-replication in SW480 colon adenocarcinoma cells; SW480 DNA re-replication, Hoechst DNA content imaging, 48 h; Potency, µM (highest dose often 46.1 µM), for inactives: at the highest dose re-replication activation, hits mostly activators; hit rate 1.8% among 340,000; note: potency is the fitted concentration of half-maximal effect; % of control where 0% means no effect; nearly all actives have a fitted effect of over 55% in size
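DNA re-replication was detected as more nuclei of elevated Hoechst intensity after 48 hr exposure to compound (23 nL pinned per well of 250 cells).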
* marks the source's active call; other numbers are inactive results; ? = inconclusive; nt = no result given; & = joins results of further samples; ! = a repeat was not active; [ ] = dose if it differs, or a comment. Unless noted, calls come from the whole dose curve; as a rule, active = well fitted curve in the direction sought with a large enough effect; inconclusive = small, poorly fitted or top-dose-only effect, or another doubt; inactive = no such curve, though single readings can be large; an effect the other way counts as inactive or inconclusive. Compounds were not picked by outcome; any-hit rate near 12%.

SMILES	KB-3-1 tox	KB-V1 MDR tox	GLP-1R agonist	HT1080NT lethal	DRD3 agonist	IL1B secr inh	DRD3 antagonist	HT1080 IDH1KD tx	SW480 rereplic
COc1cccc(C(=O)Nc2ccccc2N2CCOCC2)c1	-1%	-5%	2%	0%	-3	9	25	10%	-23%
CC(=O)Nc1ccc(S(=O)(=O)NC2=C(N3CCN(Cc4ccccc4)CC3)C(=O)c3ccccc3C2=O)cc1	?	18µM*!	7%&0%	?	-18&-9	-10&-29	?	?	?
C[C@@H]1CN([C@@H](C)CO)C(=O)CCCn2nncc2CO[C@@H]1CN(C)S(=O)(=O)c1ccc2c(c1)OCCCO2	-8%	7%	5%	5%	-5	-12	-18	2%	nt
CCOC(=O)[C@]12CCC=C1N(Cc1ccc(Cl)cc1Cl)C(=O)[C@H](CC(=O)NCc1cccs1)C2	-19%	?	-4%	?	1	-61*	3	?	nt
Cc1nc2ccc(NC(=O)c3cccc(S(=O)(=O)N4CCOCC4)c3)cc2s1	0%	?	24%	6%	0	-15	1	7%	3%
COc1ccc(NC(C)=O)cc1NC(=O)C1CCN(C(=O)Nc2ccccc2)CC1	2%	0%	2%	0%	3	13	16	-8%	0%
Cc1ccc2c(CN3CCN(C(=O)c4ccco4)CC3)cc(=O)oc2c1C	6%	15%	3%	13%	6	6	17	6%	7%
CN(C)S(=O)(=O)c1cccc(NC(=O)C2CCN(S(=O)(=O)c3cccs3)CC2)c1	-5%	2%	8%	-21%	2	-6	6	-9%	-3%
CC(NC(=O)OCc1ccccc1)C(=O)OCN1C(=O)c2ccccc2C1=O (stereo not drawn)	-19%	29%	10%	-3%	0	14	-17	-1%	2%
CCOC(=O)CN(C(=O)CSc1nnc(CNc2ccc(C)cc2C)o1)c1ccccc1	4%	2%	-3%	-1%	2	-3	-11	1%	-2%
Cc1cccc(N2CCN(C(=O)c3ccccn3)CC2C)c1 (stereo not drawn)	-1%	?	1%	?	3	5	23	17%	-12%[1.84 µM]
CC(C)(C)c1cc(N)n2nc(C(C)(C)C)cc2n1	1%	13%	2%	10%	0	6	-1	0%	-27%
CCc1nn2c(=O)cc(COc3ccc(/C=C4\C(=N)N5N=C(CC(C)C)SC5=NC4=O)cc3)nc2s1	31%	-8%	15%	4%	1	20	-7	0%	-14%
COc1ccc(-c2[nH]ncc2/C=C(\C#N)C(=O)NC2CC2)cc1	8%	0%	5%	1%	0	-21	15	7%	-3%
CN(C)C(=O)c1ccc(-n2cnc3ccccc3c2=O)cc1	24%	0%	-1%	4%	5	28	3	8%	3%
O=C(Nc1ccccc1C(=O)O)c1cc(S(=O)(=O)Nc2ccccc2)ccc1Cl	17%	?	-1%	20%	17	39	124	23%	-79%[inhibitor][1.84 µM]
CC(C)COc1ccc(/C(=N/O)c2ccccc2)cc1	22%	-20%	26%	?	-13	-79*	-21	1%[9.24 µM]	0%
Cc1cc(C(C)(C)C)n2nc(C)c(-c3ccccc3)c2n1	0%	-7%	7%	-13%	8	9	-15	6%	-2%
CCOc1ccc(N(CC(=O)N2CCCC2)S(=O)(=O)c2ccc(Cl)cc2)cc1	-10%	-30%	12%	0%	-3	-3	-1	2%	12%
CN(CCCC(=O)NCc1ccccc1)S(=O)(=O)c1ccc([N+](=O)[O-])cc1	-39%	-21%	-3%	-6%	5	8	4	-2%	-47%[inhibitor]
CN(C)C(=O)CSc1nnc([C@H](Cc2ccccc2)NC(=O)OC(C)(C)C)o1	-9%	4%	1%	7%	-21	29	0	18%	-9%
C/C(=N\NC(=O)C(C)Sc1ccccc1)C(C)(C)C (stereo not drawn)	0%	-19%	5%	-3%	0	8	13	2%	17%
O=C1N=c2ccccc2=C1c1sc(Nc2cccc(O)c2)nc1O	-1%	4%	9%	3%	-9	7	21	-3%	-5%
CC(C)Oc1ccc(C(=O)NC2CCSc3ccccc32)cc1 (stereo not drawn)	-8%	-24%	-1%	-4%	3	1	-24	-6%	1%
Cc1nc2ccc(Cl)cc2n1C	?	17%	-1%	10%	-6	-1	0	9%	nt
CCn1c(=O)c(C(=O)CN(C)CC(=O)Nc2ccccc2Br)c(N)n(Cc2ccccc2)c1=O	3%	?	-15%	-14%	8	4	-4	-10%	9%
O=C(COC(=O)c1ccccc1)Nc1cccc(S(=O)(=O)N2CCOCC2)c1	0%	-1%	-1%	0%	-9	?	-13	-1%	42%[1.84 µM]
CN(C)CCCn1c2c(c(SCC(=O)Nc3ccc4c(c3)OCCO4)nc1=O)CCCC2	-7%	7%	11%	-15%	-6	-19	-11	1%	nt
Cc1nc(-c2cccc(NS(C)(=O)=O)c2)cs1	5%	4%	0%	-1%	17	-18	15	3%	5%
COC(=O)Nc1ccc(OC)c(OC)c1	2%	-1%	-2%	2%	-3	-1	6	4%[9.24 µM]	-3%
O=C(CSCc1cccc(F)c1)NCc1ccccc1	-9%&-3%	0%&-4%	16%	0%	-2&4	-3	4	24%	-3%
Cc1ccc(S(=O)(=O)NCC2CCC(C(=O)NCc3cccnc3)CC2)cc1 (stereo not drawn)	5%	-3%	1%	8%	-6	19	-9	14%	-4%
O=C(CC(c1ccc(F)cc1)c1ccco1)Nc1nccs1 (stereo not drawn)	?	?	5%	-25%	-2	0	-9	?	0%
CC(=O)c1ccc(NC(=O)Oc2ccccc2)cc1	10%	9%	1%	10%	1	-8	-21	10%	-5%
Cc1ccc(S(=O)(=O)NNC(=O)c2cnn(-c3ccccc3)c2C(F)(F)F)cc1	-3%	-23%	2%	1%	5	17	43	6%	-17%
CCCc1ccc(-c2cc(C(=O)N/N=C/c3ccc([N+](=O)[O-])o3)c3ccccc3n2)cc1	12µM*	8.2µM*	-5%	7.3µM*	-5	-16	-3	6.5µM*	7.1µM*
Cc1ccc(/C=C/S(=O)(=O)NCc2ccc(F)cc2)cc1	1%	18%	15%	1%	-9	-2	-5	7%	4%
COc1ccc([C@@]2(O)c3c(ccc(CC=C(C)C)c3O)NC(=O)[C@@H]2OC)cc1	0%	15%	3%	4%	-9	-4	16	2%	-16%
Fc1ccc(Cn2cnc3ccccc32)cc1	2%	10%	-6%	-11%	1	-14	29	-11%	-4%
O=c1cc(-c2ccccc2)nc(Sc2ccc([N+](=O)[O-])cc2[N+](=O)[O-])[nH]1	-2%	-2%	3%	-1%	8	-63*	-5	-24%	-139%[inhibitor]
CCc1cccc2c(C(=O)C(F)(F)F)cn(CC(=O)NCC3CCCO3)c12 (stereo not drawn)	9%	11%	-5%	2%	-1	2	1	1%	-2%
Cc1cccc(NC(=O)C2CCN(S(C)(=O)=O)CC2)c1C	-3%	-2%	6%	21%	2	-16	5	22%	1%
Cc1nnc(NC(=O)C2CSC3(C)CCC(=O)N23)s1 (stereo not drawn)	-5%	8%	0%	16%	3	4	-13	13%	-1%
O=c1[nH][nH]c(C(F)(F)F)c1C=Nc1ccc(Cl)cc1	-8%	-4%	-15%	-5%	-15	0	-22	0%	-2%
CC(=O)C1=CCC(c2ccc(Cl)c(Cl)c2)N(S(=O)(=O)c2ccc(C)cc2)C1 (stereo not drawn)	-7%	-3%	12%	?	-4	-84*	20	?	nt
c1ccc(-c2cnc(-c3ccccc3)nn2)cc1	-20%	0%	-6%	-5%	5	38	-7	-4%	21%[9.22 µM]
CCOc1ccc(NC(=O)CCS(=O)(=O)c2ccc3c(c2)CCCN3C(C)=O)cc1	15%	3%	-4%	-1%	-3	17	-1	-2%	7%[9.22 µM]
O=C(NC(=S)Nc1ccc([N+](=O)[O-])cc1)c1ccco1	3%	?	0%	-28%	-5	?	-28	-17%	nt

Quoted at random: 2 entries already listed, in no set order.
SMILES	KB-3-1 tox	KB-V1 MDR tox	GLP-1R agonist	HT1080NT lethal	DRD3 agonist	IL1B secr inh	DRD3 antagonist	HT1080 IDH1KD tx	SW480 rereplic
COC(=O)Nc1ccc(OC)c(OC)c1	2%	-1%	-2%	2%	-3	-1	6	4%[9.24 µM]	-3%
COc1ccc(-c2[nH]ncc2/C=C(\C#N)C(=O)NC2CC2)cc1	8%	0%	5%	1%	0	-21	15	7%	-3%

Next section.
SMILES	KB-3-1 tox	KB-V1 MDR tox	GLP-1R agonist	HT1080NT lethal	DRD3 agonist	IL1B secr inh	DRD3 antagonist	HT1080 IDH1KD tx	SW480 rereplic
CCCCCN(C(=O)CCC(=O)OCC(=O)N(C)C1CCCCC1)c1c(N)n(CCCC)c(=O)[nH]c1=O	-1%	0%	10%	8%	6	8	14	5%	10%
O=C1CC(Nc2ccc(N3CCOCC3)cc2)C(=O)N1c1cccc(C(F)(F)F)c1 (stereo not drawn)	0%	2%	-3%	-2%	3	-17	-15	-1%	-6%
O=C(Nc1ccccc1Cl)Oc1ccc(-c2ccccc2)cc1	1%	-11%	-4%	15%	0	-4	-5	10%	12%
O=C(OCCc1cc2ccccc2c(=O)o1)c1ccc(C(F)(F)F)cc1	-1%	-1%	18%	3%	-1	5	12	13%	-14%
CC(C)Cc1nc(SCC(=O)N2CCOCC2)c2c(=O)n(C)c(=O)n(C)c2n1	3%	29%	-4%	20%	2	11	3	9%	?
CC(C)CNC(=S)NC(=O)c1ccc([N+](=O)[O-])cc1	-10%	-9%	-6%	-2%	-12	-7	-16	-1%	1%
CCOc1ccccc1CN1CCNC(=O)C1CC(=O)NCc1nc(C)cs1 (stereo not drawn)	-12%	0%	1%	0%	-6	8	-3	-5%	-5%
O=C1c2ccccc2C2=Nc3ccccc3SC(c3ccccc3F)C12 (stereo not drawn)	?	?	-1%	-19%	-11	?	?	?	?
Cn1c(N)c(C(=O)CN2CCc3ccccc3C2)c(=O)n(C)c1=O	2%	-19%	-6%	-6%	-15	0	0	3%	-49%[inhibitor]
COc1cccc2c(=O)n(CC(=O)N3CCCc4ccccc43)ccc12	3%	0%	4%	0%	2	-9	?	-1%	-5%

Source: PubChem BioAssay
